# Screens from PubChem.
# Lamin A splicing: qHTS Assay for Modulators of Lamin A Splicing; HeLa LMNA splicing GFP/RFP minigene ratio, 48 h; Potency, µM (series often up to 46.1 µM), without a hit: top-dose ratio change, negative = inhibition, actives largely listed as inhibitors; actives 0.01% (n = 200,000); active = well fitted inhibition curve with a large enough effect in the signal ratio, with a control signal flat, not every such curve was filed as active; inconclusive = small, poorly fitted or top-dose-only effect, or effect the other way, or a change in a side signal; the % refers to the signal ratio; note: potency is the fitted concentration of half-maximal effect; % is set by controls: 0 for no effect and ±100 for the full control effect
#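 S3 HeLa stable clones carrying a lamin A-EGFP splicing minigene plus DsRed2 were seeded at 600 cells/well in Opti-MEM with 2% FBS, pin-dosed and incubated 48 h at 37°C. Acumen cytometry (488 nm) gave the GFP/RFP total-intensity ratio.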
# IMPase Li cell: qHTS Assay for Identifying the Cell-Membrane Permeable IMPase Inhibitors: Potentiation with Lithium. actives 0.35% (n = 210,000). Potency, µM (titrated, usually from 59.4 µM), inactives show at the top dose activity, negative = IMPase inhibition, usual class: inhibitors. CHO-M1 cells, IP1 TR-FRET (IP-One), carbachol + lithium. AID 1457, 2008;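 note: IP1 builds up when IMPase is blocked and the TR-FRET signal falls; potency is the fitted concentration of half-maximal effect; plate controls were basal vehicle for no effect and high inhibitor control for full effect; nearly all actives have a fitted effect of over 50% in size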
#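 IP1 accumulation measured by competitive TR-FRET in lysed CHO-M1 cells after 30 min compound exposure at 37C, with a small lithium addition to potentiate weak responses. Hill-equation AC50 from ratio and donor-channel data.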
# CBFb RUNX1 block: qHTS Assay for Compounds Blocking the Interaction Between CBF-beta and RUNX1 for the Treatment of Acute Myeloid Leukemia | AlphaScreen CBFb-His/RUNX1-biotin binding, biochemical | Potency, µM (doses to about 59.8 µM), without a hit: at the highest dose activity, negative = inhibition, hits mostly inhibitors | 230,000 tested, under 10 active; note: % of control where 0% means no effect
# Target sequence (Q01196 whole entry, looked up): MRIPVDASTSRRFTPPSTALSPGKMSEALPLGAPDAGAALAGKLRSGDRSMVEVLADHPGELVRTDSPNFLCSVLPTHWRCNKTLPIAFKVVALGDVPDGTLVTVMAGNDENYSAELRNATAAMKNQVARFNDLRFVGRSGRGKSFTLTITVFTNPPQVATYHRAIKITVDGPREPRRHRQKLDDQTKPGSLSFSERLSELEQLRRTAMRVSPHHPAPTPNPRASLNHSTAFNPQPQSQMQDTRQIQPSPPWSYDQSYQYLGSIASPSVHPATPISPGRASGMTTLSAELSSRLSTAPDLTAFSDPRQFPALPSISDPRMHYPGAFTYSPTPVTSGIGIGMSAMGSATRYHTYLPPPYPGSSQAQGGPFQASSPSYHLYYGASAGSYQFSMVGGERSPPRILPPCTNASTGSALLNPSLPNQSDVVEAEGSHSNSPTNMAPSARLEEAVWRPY
# Target sequence (Q13951 whole entry, looked up): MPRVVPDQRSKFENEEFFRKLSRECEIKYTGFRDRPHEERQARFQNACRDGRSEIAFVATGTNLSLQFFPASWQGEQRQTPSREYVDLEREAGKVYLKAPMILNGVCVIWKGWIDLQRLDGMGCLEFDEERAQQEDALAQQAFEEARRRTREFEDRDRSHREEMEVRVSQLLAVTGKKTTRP
#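 Inhibition was taken as any reduction in AlphaScreen signal from the CBF-beta–RUNX1 pair (His and biotin tags, 30 nM each), measured after compound (15 min) and bead (90 min) incubations at room temperature.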
# NPSR antagonist: qHTS Assay for Antagonists of the Neuropeptide S Receptor: cAMP Signal Transduction; Q6W5P4; CHO-NPSR cells, cAMP TR-FRET, antagonist mode; Potency, µM (doses to about 38.3 µM), for the others: at the top dose activity change, negative = inhibition, most hits filed as inhibitors; actives 1% (n = 220,000); AID 1461, 2008; note: potency is the fitted concentration of half-maximal effect; % is set by controls: 0 for no effect and ±100 for the full control effect; nearly all actives have a fitted effect of over 50% in size; many of its hits are not listed in these tables
# KinaseGlo FLuc: Counterscreen for Luciferase (Kinase-Glo TM) Inhibition | Luciferin 4-monooxygenase (Photuris pensylvanica), Q27757 | Kinase-Glo luciferase, ATP luminescence, 8 min | Potency, µM (series often up to 38.3 µM), without a hit: at the highest dose activity change, negative = inhibition, hits mostly inhibitors | actives 0.28% (n = 200,000) | AID 1379, 2008; note: potency is the fitted concentration of half-maximal effect; % is set by controls: 0 for no effect and ±100 for the full control effect; nearly all actives have a fitted effect of over 60% in size
#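 Luminescence was the read-out, taken after 8-minute incubation at ambient temperature. Luciferase turned over luciferin with 10 uM ATP in imidazole pH 7.2 buffer containing KCl, MgCl2, Tween 20 and BSA.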
# Epigenetic reg: Quantitative High-Throughput Screen for Regulators of Epigenetic Control. murine LDR cells, GFP reporter derepression, 30 h. actives 0.2% (n = 280,000). Potency, µM (top dose mostly 53.9 µM), inactives show at the highest dose GFP activation, usual class: activators; note: potency is the fitted concentration of half-maximal effect; % of control where 0% means no effect; nearly all actives have a fitted effect of over 60% in size
#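 Reporter derepression read as number of fluorescent GFP-positive objects, 20-120 um in size, counted by laser-scanning cytometer. Mouse LDR line with an epigenetically silenced CMV-GFP locus; compound incubation 30 h, 37 C.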
# aGal spleen mod: qHTS Assay for Inhibitors and Activators of Human alpha-Galactosidase From Spleen Homogenate. Alpha-galactosidase A (Homo sapiens), P06280. human spleen homogenate, 4MU-alpha-Gal fluorescence, 40 min. Potency, µM (doses to about 80 µM), inactives show top-dose activity change, negative = inhibition, most hits filed as inhibitors. actives 0.008% (n = 240,000);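 note: potency is the fitted concentration of half-maximal effect; 0% = enzyme with vehicle and -100% = no enzyme basal signal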
# Target sequence (P06280 32-429 limits assumed): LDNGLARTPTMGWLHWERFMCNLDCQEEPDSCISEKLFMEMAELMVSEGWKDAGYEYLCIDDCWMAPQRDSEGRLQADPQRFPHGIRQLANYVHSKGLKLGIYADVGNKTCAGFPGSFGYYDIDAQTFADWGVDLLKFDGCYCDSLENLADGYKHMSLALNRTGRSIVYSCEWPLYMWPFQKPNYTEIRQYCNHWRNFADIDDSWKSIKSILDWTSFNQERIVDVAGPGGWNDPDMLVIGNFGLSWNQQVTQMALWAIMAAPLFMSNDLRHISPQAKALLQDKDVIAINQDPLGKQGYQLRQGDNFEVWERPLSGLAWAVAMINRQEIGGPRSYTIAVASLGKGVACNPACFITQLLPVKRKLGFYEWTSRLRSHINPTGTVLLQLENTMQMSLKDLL
#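 Spleen homogenate 1 ug + cpd (titration) + 4-MU-alpha-D-galactopyranoside 1 mM; 37C 40 min; 50 mM citrate/phosphate pH 5.0, 0.01% Tween-20; stop pH 10; fluorescence 365/440; AC50 via Hill.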
# Numbers without * were called inactive; ? = inconclusive; nt = not tested or not shown; [ ] = dose if it differs, or a comment. Unless noted, calls come from the whole dose curve; as a rule, active = well fitted curve in the direction sought with a large enough effect; inconclusive = small, poorly fitted or top-dose-only effect, or another doubt; inactive = no such curve, though single readings can be large; an effect the other way counts as inactive or inconclusive. This is a subset; the hit share may differ from the screen's.
SMILES,aGal spleen mod,KinaseGlo FLuc,IMPase Li cell,Lamin A splicing,Epigenetic reg,NPSR antagonist,CBFb RUNX1 block
COC(=O)c1nc(N)sc1-c1ccccc1,-4%,4%,6%[38.3 µM],-9%,-0.8%,1%[46.1 µM],0%
Cc1cnn(-c2cc(N/N=C/c3ccccc3Cl)ncn2)c1,6%,-4%,7%[38.3 µM],0%[0.0737 µM],-1.1%,1%[46.1 µM],1%
CCC1C(=O)C[C@H]2CCN3C(=O)CCCC1C23 (some centres undefined),-4%[181 µM],2%[39.9 µM],8%,nt,1.0%[96.6 µM],nt,-15%[136 µM]
Cc1cc(-c2ccccc2)n(-c2ccc(C(N)=O)cc2)n1,5%,4%,8%,-17%,-1.1%,-1%,0%
CCc1cccc(C)c1NC(=S)NCCc1c(C)[nH]c2ccc(C)cc12,-3%,13%,13%,?,1.1%,-28%,-27%
O=[N+]([O-])c1ccc(F)c(N=Cc2ccc(Br)s2)c1,3%,1%,-3%,6%,0.0%,11%,-12%
CCC(C)c1ccc(OCCn2cc(/C=N/NC(=O)CSc3nnc(C)s3)c3ccccc32)cc1 (centres undefined),6%,-1%,22%[38.3 µM],?,1.5%,-5%[46.1 µM],-4%
O=C(c1ccco1)N1CCC[C@@]2(CCN(C(c3ccccc3)c3ccccc3)C2)C1,0%,-2%,19%,nt,nt,nt,nt
CCn1c2ccccc2c2nnc(SCC(=O)Nc3ccc4c(c3)OCO4)nc21,2%,-1%,27%[38.3 µM],-1%,-1.0%,0%[46.1 µM],-1%
COc1ccc(C2(O)CCN(C(=O)c3ccc4c(c3)OCO4)CC2)cc1,3%,0%,16%[38.3 µM],3%,0.0%,-11%[46.1 µM],4%
Cc1ccc(NC(=O)N(Cc2cc3cc(C)cc(C)c3[nH]c2=O)CC2COCCO2)cc1 (centres undefined),-3%,-1%,-11%[38.3 µM],-11%,0.0%,?,7%
O=C(N/N=C/c1cnc(N2CCCCC2)s1)c1ccc(Cl)cc1,-1%,0%,13%,-9%[46 µM],1.0%,-24%,?
CC(C)c1nnc(NC(=O)C2c3ccccc3Oc3ccccc32)s1,-5%,5%,39%[activator][38.3 µM],-29%,0.0%,-9%[46.1 µM],-3%
COc1ccc(CCNC(=O)CN(c2ccc(OC)cc2)S(C)(=O)=O)cc1,-4%,-1%,-2%,6%[46 µM],-0.9%,4%,5%
CCOC(=O)N1N=C(c2ccccc2)CC1(O)C(F)(F)F (centres undefined),12%,-7%,1%[38.3 µM],6%,-1.4%,6%[46.1 µM],5%

# Next section (2 carried over from the part before).
SMILES,aGal spleen mod,KinaseGlo FLuc,IMPase Li cell,Lamin A splicing,Epigenetic reg,NPSR antagonist,CBFb RUNX1 block
COc1ccc(CCNC(=O)CN(c2ccc(OC)cc2)S(C)(=O)=O)cc1,-4%,-1%,-2%,6%[46 µM],-0.9%,4%,5%
CCOC(=O)N1N=C(c2ccccc2)CC1(O)C(F)(F)F (centres undefined),12%,-7%,1%[38.3 µM],6%,-1.4%,6%[46.1 µM],5%
Cc1c(C(=O)OCCOC(C)C)[nH]c2c1C(=O)CC(C)(C)C2,-7%,-1%,21%[38.3 µM],-15%,0.8%,-5%[46.1 µM],3%
CC1CN(Cc2c(O)ccc3c2oc(=O)c2ccccc23)CC(C)O1 (centres undefined),6%,nt,nt,nt,1.2%,-27%,6%
CCOc1cc(C(=O)Nc2ccc(N3CCN(S(C)(=O)=O)CC3)cc2)cc(OCC)c1OCC,1%,4%,20%[38.3 µM],3%,-1.1%,-6%[46.1 µM],3%
FC(F)(F)c1ccc2c(c1)C1C=CCC1C(c1ccncc1)N2 (centres undefined),-5%,-1%,12%,nt,1.1%,-13%,-19%
Cc1ccc(NC(=O)C2Cc3ccccc3C(=O)O2)cc1 (centres undefined),7%,-1%,-5%,nt,1.1%,7%,5%
C=C(C)c1cccc(C(C)(C)NC(=O)N2CCN(c3ccccc3OC)CC2)c1,3%,0%,8%,?,-0.9%,-12%,6%
Cc1nc(SCc2c(F)cccc2Cl)n[nH]1,-11%,3%,19%[38.3 µM],9%,-1.1%,-4%[46.1 µM],-10%
COc1ccc(-c2cn3ccc4ccccc4c3n2)cc1,-4%,-23%,8%,?,-1.2%,-23%[46.1 µM],4%
CCOC(=O)CC(=O)CSc1n[nH]c(=O)[nH]c1=O,6%,nt,nt,nt,-1.0%,10%,5%
Cc1ccc2sc(-c3ccc(NC(=O)c4cc(-n5cnnc5)ccc4Cl)cc3)nc2c1,12%,1%,0%,-18%,1.8%,-2%[46.1 µM],13%
Cc1cnc(C(=O)OCC(=O)NCc2ccccc2)cn1,3%,0%,-8%,-9%,-0.9%,-3%[46.1 µM],11%
Cn1c(-c2ccccc2)cnc1SCC(=O)NCc1ccco1,0%,4%,27%[38.3 µM],1%,-1.0%,-9%[46.1 µM],-8%
CCn1c(CSc2nnc(C)n2-c2ccccc2)nc2cc(S(=O)(=O)N(C)C)ccc21,-3%,-5%,-11%[38.3 µM],8%,-4.1%,-9%[46.1 µM],5%
COc1ccc(/C=N/NC(=O)CN2CCSCC2)c(OC)c1,-1%,0%,1%,-12%,0.0%,5%,0%
O=C(CCC(=O)OCC(=O)c1ccc(F)cc1)NC1CCCCC1,1%,-1%,20%[38.3 µM],-5%,-1.6%,10%[46.1 µM],2%
O=C(COc1ccc(C(=O)c2ccccc2)cc1)NCC(=O)Nc1ccccc1Br,2%,-1%,2%,?,8.3%,-3%,-2%
O=C(NCc1cc(C(F)(F)F)cc(C(F)(F)F)c1)C1CC(c2ccccc2[N+](=O)[O-])=NO1 (centres undefined),0%,-2%,6%[38.3 µM],?,-1.0%,-19%[46.1 µM],3%
COc1ccc(NC(=O)C2CCN(c3cc(C)nc(-c4ccccc4)n3)CC2)cc1,-5%,-4%,60%[activator][38.3 µM],?,-2.4%,-20%[46.1 µM],-5%
Fc1ccccc1-c1nc2nc3ccccc3nc2n1CC1CCCO1 (centres undefined),7%,nt,nt,nt,-0.9%,-15%,4%
O=C(OCC(=O)N1CCC(Cc2ccccc2)CC1)c1ccccc1,-14%,-5%,6%,16%[46 µM],4.0%,-20%,-7%
C=CCOn1c(=O)c(-c2ccc(OC)c(OC)c2)[n+]([O-])c2ccccc21,5%,-2%,18%[38.3 µM],14%,-1.1%,-11%[46.1 µM],-5%
Cn1nc(C(F)(F)F)c(-c2cccc(C(F)(F)F)c2)c1NC(=O)c1ccco1,8%,nt,nt,nt,-2.3%,-16%,13%
CCOc1ccccc1N(C(=O)c1ccccc1Cl)C1=NC(C)(C)CS1,1%,-2%,11%,?,2.7%,-41%,9%
CCOC(=O)CN=C/C(C(=O)Nc1nccs1)=C(/C)O,6%,1%,8%,nt,-4.2%,14%,-5%
COc1cccc(C(=O)Nc2nc3c(c(=O)[nH]2)CCCC3)c1,-11%,-11%,24%[38.3 µM],-2%,-6.9%,-13%[46.1 µM],3%
O=[N+]([O-])c1ccc(Cl)c(-c2ccc(/C=N/c3c(-c4ccco4)nc4ccccn34)o2)c1,0%,-2%,8%[38.3 µM],6%,4.7%,-17%[46.1 µM],1%
CN(Cc1ccccc1)C(=O)C1CCCN(Cc2cccc(Cl)c2)C1 (centres undefined),-3%,-1%,24%,-23%[46 µM],4.6%,-17%,12%
O=[N+]([O-])c1cc(-n2cccc2)ccc1N1CCOCC1,-4%,-1%,13%,?,1.1%,14%,?
COc1ccc(NC(=O)CC2(CC(=O)O)CCCC2)cn1,-7%,5%,-2%,-13%[46 µM],0.0%,6%,-1%
CCCCC(=O)NC1(C(F)(F)F)NC(=O)N(C)C1=O (centres undefined),7%,nt,nt,nt,0.3%,9%,5%
COC(=O)c1ccc(COc2ccc(/C=N/O)cc2OC)o1,4%,2%,-9%,nt,-1.1%,17%,0%
Cc1cccc(C(=O)Oc2ccccc2C2C[C@]3(C)CC(=O)NC3N2C(=O)c2cccc(C)c2)c1 (some centres undefined),4%,-1%,28%[38.3 µM],9%,1.5%,-26%[46.1 µM],-2%
COC(=O)CN(c1ccc(C)c(Cl)c1)S(C)(=O)=O,8%,-1%,19%[38.3 µM],-5%,1.0%,10%[46.1 µM],-12%
COc1ccc(C(=O)c2ccccc2)cc1,19%,-2%,-1%,nt,-0.3%,10%,12%
CC(=O)N1CCC(C(=O)Nc2nc(-c3ccccc3)ns2)CC1,9%,2%,7%,-9%,-1.0%,9%,5%
CCCC(=O)Nc1nc2ccc3nc(C)sc3c2s1,-2%,0%,37%[38.3 µM],-11%,0.0%,-4%[46.1 µM],3%
O=C(COc1ccccc1Cl)N1CCN(c2ncccn2)CC1,-7%,-4%,2%[38.3 µM],11%,-1.6%,1%[46.1 µM],6%
O=C(CN1C(=O)c2ccccc2S1(=O)=O)Nc1cccnc1,6%,-4%,4%,-7%,-1.2%,-4%[46.1 µM],12%
Cn1nc(OCC(N)=O)ccc1=O,-2%,1%,0%,3%,0.0%,0%[46.1 µM],0%
COc1ccccc1N1CCN(C(=O)Nc2ccc([N+](=O)[O-])cc2)CC1,-6%,-1%,5%,-6%,-0.9%,-13%,-5%
Clc1ccc(Cn2ccc(C3CC3)n2)cc1,-4%,-2%,11%,nt,-0.1%,-3%,-11%
Nc1c(C(=O)NCc2ccc3c(c2)OCO3)nnn1Cc1cccc(F)c1,-17%,nt,nt,nt,12%,4%,12%
COc1ccc(-c2[nH]n(-c3ccc([N+](=O)[O-])cc3)c(=O)c2C=NCCN2CCNCC2)cc1,-19%,?,6%,nt,2.2%,15%,2%
CCOC(=O)C1=C(C)C(c2ccccc2)NC(=S)N1 (centres undefined),10%,-5%,6%[38.3 µM],-3%,0.0%,1%[46.1 µM],6%
S=c1c2c(nc3nc[nH]n13)CCC2,-2%,nt,nt,nt,?,?,-11%
COc1ccc(Cn2nnnc2CN2CCOCC2)cc1,-8%,0%,1%,-5%,0.1%,3%[46.1 µM],3%
CSc1nc(C)c(Cc2c(F)cccc2Cl)c(=O)[nH]1,-4%,nt,nt,?,0.0%,0%,3%
